CHRM5 PAM – potentiates acetylcholine response at human M5 receptor | P08912 | actives 0.3% (n = 360,000) | AID 624038 | activation, % at 3 µM | CHO-K1 hM5, Fluo-8 calcium, ACh EC20 PAM; 0% = ACh EC20, 100% = ACh EC100;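 active = activation above the run cutoff, the mean activation of all test compounds plus 3 SD, cut at about 18% in these data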
Target sequence (P08912 whole entry, looked up): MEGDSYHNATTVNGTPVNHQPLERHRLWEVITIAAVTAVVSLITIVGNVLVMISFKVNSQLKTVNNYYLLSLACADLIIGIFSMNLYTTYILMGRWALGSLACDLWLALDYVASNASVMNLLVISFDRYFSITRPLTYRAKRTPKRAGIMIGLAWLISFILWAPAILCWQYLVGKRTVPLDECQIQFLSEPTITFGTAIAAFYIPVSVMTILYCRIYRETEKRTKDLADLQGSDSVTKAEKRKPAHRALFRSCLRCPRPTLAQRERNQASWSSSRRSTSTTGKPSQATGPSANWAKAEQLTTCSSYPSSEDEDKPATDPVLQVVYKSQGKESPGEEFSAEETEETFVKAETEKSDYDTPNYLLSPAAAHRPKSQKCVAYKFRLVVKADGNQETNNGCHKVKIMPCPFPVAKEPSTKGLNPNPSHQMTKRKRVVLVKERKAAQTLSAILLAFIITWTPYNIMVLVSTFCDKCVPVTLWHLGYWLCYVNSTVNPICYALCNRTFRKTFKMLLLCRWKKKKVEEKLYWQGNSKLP
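Probe or stimulus: acetylcholine, EC20 level; Assay system: human M5 receptor in CHO-K1 cells; Schedule: compound preincubation 140 s before EC20 acetylcholine addition; Technique: intracellular calcium via Fluo-8 fluorescence; Dosing: single-point, 3 µM nominal; Read-out basis: percent activation from peak-over-basal fluorescence ratio, scaled EC20-to-EC100 acetylcholine; Repeats: one well per compound, no replicates.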
M5 antag – blocks acetylcholine activation of human M5 receptor; P08912; CHO-hM5 cells, Fluo-8 calcium fluorescence, ACh EC80; inhibition, % at 3 µM; actives 0.59% (n = 360,000);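 active = inhibition above a per-plate cutoff, the mean of that plate's test compounds plus 3 SD, cut at about 27% in these data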;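 also: 0% = acetylcholine EC80 with DMSO and 100% = DMSO without agonist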
CRFR2-BP ag – agonists of human CRF-binding protein/CRF-R2 receptor complex | activation, % at 13.2 µM | AID 588473 | actives 0.46% (n = 350,000) | HEK293 CRF-R2/CRF-BP, calcium dye fluorescence (FLIPR); percent of saturating CRF peptide response;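 active = activation of at least 50%, plus an integration ratio under a set limit after plate pattern correction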;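 also: plate controls were neutral control wells without compound for no effect and CRF at EC100 for full effect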
M1 PAM parental – M1 PAM counterscreen hit in parental CHO-K1 cells; ATP EC20, Fluo-8 calcium fluorescence; 0% at ATP EC20, 100% at ATP max; activation, % at 3 µM; actives 0.02% (n = 360,000); AID 602247;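 active = activation above the run cutoff, the mean activation of all test compounds plus 3 SD, cut at about 40% in these data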;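 also: peak over basal fluorescence ratio in a 140 s read after ATP addition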
TAAR1 ag – agonists of human TAAR1; Q96RJ0; CHO RD-HGA16 TAAR1, Fluo-8 calcium fluorescence; vehicle wells 0%, saturating PEA agonist 100%; activation, % at 3 µM; actives 0.99% (n = 360,000); AID 624467;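 active = activation above the mean activation of all test compounds in the run plus 3 SD, cut at about 38% in these data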
Target sequence (Q96RJ0 whole entry, looked up): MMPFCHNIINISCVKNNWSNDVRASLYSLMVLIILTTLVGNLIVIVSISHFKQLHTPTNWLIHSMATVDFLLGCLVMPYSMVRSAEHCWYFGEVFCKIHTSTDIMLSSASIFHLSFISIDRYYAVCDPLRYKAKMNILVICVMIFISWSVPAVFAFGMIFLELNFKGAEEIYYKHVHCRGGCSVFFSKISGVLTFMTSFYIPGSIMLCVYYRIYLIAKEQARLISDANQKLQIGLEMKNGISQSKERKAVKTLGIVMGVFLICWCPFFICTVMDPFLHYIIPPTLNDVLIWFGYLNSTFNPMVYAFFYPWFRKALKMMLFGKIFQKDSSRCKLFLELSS
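Assay system – CHO-derived RD-HGA16 cells with stable Gα16 and human TAAR1 · Compound dosing – one-point dosing at 3 µM (nominal) · Incubation – 17-24 h seeding, 75 min 37 °C dye, 30 min RT · Measured by – kinetic Fluo-8 calcium fluorescence · Control set – DMSO vehicle as 0%, PEA at EC100 as 100% · Repeats – single well for each compound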
CHRM5 agonist – agonists of human muscarinic M5 receptor (CHRM5); P08912; CHO-K1 hM5 cells, Fluo-8 calcium fluorescence; 0% DMSO wells, 100% maximal acetylcholine response; activation, % at 3 µM; actives 0.19% (n = 360,000);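 active = activation above the run's mean over test compounds plus 3 SD, cut at about 23% in these data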;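 also: signal is peak over basal fluorescence ratio across the kinetic read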
CRFBP-R2 block – CRF-BP/CRF-R2 complex antagonism | HEK293 CRF-R2/CRF-BP, CRF-induced calcium fluorescence | inhibition, % at 11.8 µM | actives 0.59% (n = 350,000);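 active = inhibition of the ligand-induced calcium signal above about 50% at the single tested concentration, limit read from the data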
CHRM4 PAM – positive allosteric modulators of human muscarinic M4 receptor. P08173. CHO-K1 hM4/Gqi5, Fluo-8 calcium fluorescence, ACh EC20; 0% = ACh EC20, 100% = maximal ACh. activation, % at 3 µM. actives 0.4% (n = 360,000). AID 624126;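 active = activation above its plate's cutoff, the mean activation of sample wells plus 3 SD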; also: some results filed as inactive read as strong as hits
TAAR1 antagonist – human TAAR1 antagonism | AID 624466 | Q96RJ0 | CHO RD-HGA16 TAAR1, Fluo-8 calcium fluorescence, antagonist | actives 1.5% (n = 360,000) | inhibition, % at 3 µM;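 active = inhibition above a per-plate cutoff, the mean inhibition of test compounds on that plate plus 3 SD, cut at about 49% in these data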;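 also: 0% = DMSO plus EC80 beta-PEA response and 100% = DMSO alone without agonist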
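Test system – hTAAR1-expressing CHO RD-HGA16 cells, Gα16-coupled · Also added – β-PEA at EC80 concentration, post-compound challenge · Compound – 3 µM, single point · Incubation – dye loading 75 min at 37 °C, then 30 min room temperature · Measured by – Fluo-8 intracellular calcium dye fluorescence, real-time kinetic reads · Benchmarks – vehicle and agonist controls · Replicates – singlicate, one well per test compound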
* marks the source's active call; other numbers are inactive results; / = not tested or not shown.

SMILES	CHRM5 PAM	M5 antag	CRFR2-BP ag	M1 PAM parental	TAAR1 ag	CHRM5 agonist	CRFBP-R2 block	CHRM4 PAM	TAAR1 antagonist
COc1ccc(-n2nc(C(=O)NCC(=O)NCCCN3CC(C)CC(C)C3)c3ccccc3c2=O)cc1 (centres undefined)	-3	13	-0.3	-5	0	-4	-2	-5	-7
O=C(Cc1cccc(C(F)(F)F)c1)Nc1ccc(S(=O)(=O)N2CCCC2)cc1	-5	10	-0.2	-2	5	0	5	-1	16
O=C1c2ccccc2C(Nc2cccnc2)N1Cc1ccccc1Cl (centres undefined)	-9	7	-5.3	7	-2	-2	20	-11	-6
O=C(CCNS(=O)(=O)c1ccccc1)N1CCN(c2ccccc2F)CC1	1	0	-0.4	-8	2	-2	-12	-3	2
O=C(c1[nH]c(C(F)(F)F)nc1-c1ccccc1)N1CCN(c2ccccc2)CC1	3	5	/	0	4	1	/	2	-18
COc1ccc(NC(=O)c2cc(-c3ccc(C)cc3O)n[nH]2)c(OC)c1	-14	11	-1.7	7	10	9	0	-15	9
COC(=O)c1c(NC2=NS(=O)(=O)c3ccccc32)sc2c1CCC(C(C)(C)C)C2 (centres undefined)	1	11	5.2	20	0	-3	0	10	-16
CS(=O)(=O)Nc1ccccc1C(=O)N1CCCC1	-1	12	-1.5	1	7	1	1	0	14
COc1ccc(Cc2c(-c3ccc(F)cc3)nc3c4ccccc4ccn23)c(C)c1	-6	5	/	7	0	-2	/	1	-41
O=C(CS(=O)(=O)c1ccc(F)cc1)Nc1nnc(-c2cccs2)o1	6	-2	-1.0	18	-1	4	5	6	-12
CCOC(=O)Cc1csc(NC(=O)c2c(O)c3ccccc3n(CC(C)C)c2=O)n1	-2	-2	1.5	11	5	-1	-12	15	8
Cn1c(/C(C#N)=C/Nc2ccccn2)nc2ccccc21	-8	7	-9.7	17	12	-2	19	0	-4
Cc1ccc(C(=O)C(OC(=O)CNS(=O)(=O)c2ccccc2)c2ccccc2)cc1 (centres undefined)	-4	2	0.1	9	1	-1	-11	1	5
COc1cc(C2C(C#N)=C(N)OC3=C2C(=O)CCC3)cc2c1OCO2 (centres undefined)	-2	10	-1.3	5	1	-6	-3	-6	-11
O=C1C=C(OCCF)CC(c2ccc(Br)cc2)O1 (centres undefined)	-4	6	/	/	1	-1	/	13	-25
COc1ccccc1NS(=O)(=O)c1ccc(C(=O)N2CCCC(C(F)(F)F)C2)cc1 (centres undefined)	-3	4	11	-22	15	8	-27	4	8
CC1=C(C(=O)OC2CCCCCCC2)C(c2cc3c(cc2Br)OCO3)CC(=O)N1 (centres undefined)	8	-7	-0.5	-1	5	-6	-51	8	5
CCOC(=O)C1C(=O)CC(C)(O)C(C(=O)OCC)C1c1ccc(SC)cc1 (centres undefined)	7	-5	-1.6	12	1	1	3	-1	-7
Cc1ccc(-n2c(SCC(N)=O)nnc2-c2ccco2)cc1	-3	14	-0.9	0	0	-2	8	7	-22
O=C(C1CCCCC1)N1CCN(S(=O)(=O)c2ccc(Br)cc2)CC1	-6	-8	-1.1	9	3	1	-2	6	3
O=C(Nc1ccc(S(=O)(=O)Nc2ncccn2)cc1)c1ccccc1	-1	4	0.9	2	0	4	8	-5	5
CCOc1ccc(N(CC(=O)NCc2ccc(F)cc2)S(=O)(=O)c2c(C)noc2C)cc1	0	-2	0.6	12	-1	-1	-5	-4	-17
COc1cc2[nH]c(=S)n(CCN3CCOCC3)c(=O)c2cc1OC	0	5	-2.4	20	8	0	20	5	19
CC(C)C(OC(=O)c1cccs1)C(=O)NCc1cccs1 (centres undefined)	6	-11	0.5	24	1	-7	8	0	2
N#Cc1c(-c2ccccc2)nc2n1CCS2	2	-8	0.9	-6	6	-2	4	4	5
COc1ccc(CNC(=O)c2nn(-c3ccccc3)cc2OC)cc1	4	0	-0.3	-4	12	-3	3	-2	-31
Cc1ccc(C(=O)NCC(=O)OCC(=O)Nc2cc(C)c(C)cc2[N+](=O)[O-])cc1	2	2	-1.3	5	-2	-3	2	-1	3
COc1ccccc1N1CCN(C(=O)c2cc3c(C)nc4ccccc4c3o2)CC1	-15	21	-1.5	-9	5	1	30	-12	54*
O=[N+]([O-])c1cc(/C=N/N2CCN(c3ccccc3)CC2)ccc1Cl	-1	0	-0.5	20	0	0	-3	-3	1
CN1CCN(c2oc(-c3ccco3)nc2S(=O)(=O)c2ccccc2)CC1	-1	-10	-0.7	3	1	-3	6	7	-3
CCOCCCNC(=O)C1CCN(S(=O)(=O)CC)CC1	8	-4	4.1	6	8	2	8	1	-16
CC(=O)Nc1cccc2ccc(O)cc12	3	5	-1.6	18	-1	-2	-3	16*	-6
Cc1ccc(S(=O)(=O)N2CCOCC2)cc1C(=O)O	-3	-1	0.1	-14	19	1	-8	1	5
COc1cccc(CN(C)CC(=O)NCc2ccccc2Cl)c1	5	-3	-3.1	-9	1	-3	15	0	1
CCCn1c(=O)c2ccccc2n2c(SCC(=O)N3CCc4ccccc4C3)nnc12	4	-5	-2.9	18	1	-2	12	11	-36
COc1ccc(NC(=O)c2c[nH]c(=O)n(-c3ccc(C)c(C)c3)c2=O)c(OC)c1	0	2	2.8	-2	1	2	-6	-4	-28
C=CCNC(=S)N1CCC(C(=O)c2ccc3c(c2)OCCO3)CC1	5	2	5.9	16	3	1	2	6	4
S=c1[nH]nc(CSCCOc2ccccc2)o1	17	6	0.0	-7	1	3	10	-1	-5
Cc1c(C(=O)NC(C)C2CC3CCC2C3)cccc1[N+](=O)[O-] (centres undefined)	-2	-4	-1.8	0	5	-3	-1	-2	-21
COc1ccc(C(CNC(=O)C(=O)Nc2ccc3c(c2)OCCO3)N2CCN(C)CC2)cc1 (centres undefined)	-7	-3	-1.2	-15	2	-9	-5	7	-2

No new results follow: entries from further up.
SMILES	CHRM5 PAM	M5 antag	CRFR2-BP ag	M1 PAM parental	TAAR1 ag	CHRM5 agonist	CRFBP-R2 block	CHRM4 PAM	TAAR1 antagonist
Cc1ccc(C(=O)NCC(=O)OCC(=O)Nc2cc(C)c(C)cc2[N+](=O)[O-])cc1	2	2	-1.3	5	-2	-3	2	-1	3
COc1ccccc1N1CCN(C(=O)c2cc3c(C)nc4ccccc4c3o2)CC1	-15	21	-1.5	-9	5	1	30	-12	54*

(cont.)
SMILES	CHRM5 PAM	M5 antag	CRFR2-BP ag	M1 PAM parental	TAAR1 ag	CHRM5 agonist	CRFBP-R2 block	CHRM4 PAM	TAAR1 antagonist
CCc1nc(SCC(=O)NCCc2ccccc2)c2oc3ccccc3c2n1	-4	0	0.9	25	2	0	34	-3	-3
O=C(CN1C(=O)S/C(=C\C=C\c2ccccc2)C1=O)N1CCOCC1	14	-8	0.1	-5	16	1	2	-4	-3
CCOC(=O)/C(C#N)=C/C=C1\C=Cc2ccccc2N1CC	-8	1	0.0	8	17	2	-13	-3	11
Cn1c(SCc2nc(-c3cccs3)no2)nnc1C1CCCCC1	-1	0	-0.7	13	0	-3	-1	18	-25
Cc1cc(NC(=O)CC2(CC(=O)O)CCCC2)n(C)n1	6	-1	-1.6	24	4	-2	6	8	-14
O=C(Cn1cnc2ccc(Cl)cc2c1=O)c1cccs1	-3	4	0.5	5	3	-1	-6	-3	-9
O=C(COc1ccc(S(=O)(=O)N2CCCCC2)cc1)NCc1ccccn1	-6	8	-1.2	7	1	-2	17	5	0
COc1ccc(-c2noc(CSc3nc(-c4ccccc4)cc(=O)[nH]3)n2)cc1	-4	-5	-1.4	-6	/	0	17	5	/
CC[C@@H](C)[C@H](CN[C@H](CNC)C(C)C)NC[C@@H](C)c1ccc(CC(C)C)cc1	1	7	0.3	14	14	-2	-14	-8	17
CCSc1nnc(NC(=O)COc2ccc(Cl)cc2)s1	5	-1	-1.4	19	12	0	-2	9	-20
Cc1cc(NS(=O)(=O)c2ccc(NC(=O)c3c(F)c(F)c(F)c(F)c3F)cc2)nc(C)n1	1	-1	1.1	11	0	-4	-3	1	0
COc1ccc(/C=N/Nc2ncc(-c3ccccc3)cn2)c(OC)c1	-2	1	3.5	15	3	-3	8	14	-13
COc1cccc(C2N(c3ccc(Cl)cc3)C(=O)C3CCCN32)c1 (centres undefined)	-2	4	-1.5	14	3	-1	3	2	-24
COc1ccc(CCN(C)C2CCCN(S(=O)(=O)c3ccc(C)cc3)C2)cc1OC (centres undefined)	-9	-4	-1.6	3	-2	-6	20	-3	-2
COC(=O)COc1ccc(S(=O)(=O)NCc2ccncc2)cc1	-17	28*	-0.3	11	9	7	-13	-5	5
CCn1cc(C(=O)NCc2ccc3c(c2)OCO3)c(=O)c2cc(S(=O)(=O)N3CCOCC3)ccc21	-3	-2	1.4	14	12	-5	-10	-2	4
CCc1nc2ccccc2c(C(=O)Nc2cc(C)ccc2C)c1C	1	-4	-2.1	17	4	2	8	2	-5
O=C(OCC(=O)N1CCCC1)c1c(Cl)ccc(Cl)c1Cl	3	8	-0.3	-7	4	-4	-7	1	10
Cc1nc2ccc(F)cc2cc1C(=O)NCC1CCCO1 (centres undefined)	3	-4	5.0	8	6	-2	-13	6	7
COc1ccc2c(c1)[C@H]1[C@H](CO2)[C@H](c2ccccc2)[C@@]2(C)C(=O)N[C@H](C)C(=O)N12	-4	4	-0.2	12	1	0	2	0	-6

Overlap with the part before: 2 entries, followed by the next part.
SMILES	CHRM5 PAM	M5 antag	CRFR2-BP ag	M1 PAM parental	TAAR1 ag	CHRM5 agonist	CRFBP-R2 block	CHRM4 PAM	TAAR1 antagonist
Cc1nc2ccc(F)cc2cc1C(=O)NCC1CCCO1 (centres undefined)	3	-4	5.0	8	6	-2	-13	6	7
COc1ccc2c(c1)[C@H]1[C@H](CO2)[C@H](c2ccccc2)[C@@]2(C)C(=O)N[C@H](C)C(=O)N12	-4	4	-0.2	12	1	0	2	0	-6
COc1ccc(CCNC(=O)C(C)SCC(=O)Nc2ccc(F)cc2)cc1 (centres undefined)	0	10	-4.4	6	1	1	5	0	3
O=C(O)Cn1cnc2sc3c(c2c1=O)CCCC3	6	6	-1.0	-5	4	5	-22	-1	-16
Cc1ccsc1C(=O)C1CCCN(Cc2cn(C)nc2-c2ccccc2)C1 (centres undefined)	-2	4	-0.7	18	2	-2	-12	-6	-12
Cc1ccc(S(=O)(=O)NC(=O)C2(C)CCN2C(=O)c2cccc(F)c2)cc1 (centres undefined)	0	5	/	-5	-1	1	/	5	11
CCOc1ccccc1Nc1nnc(SCc2ccc(C(=O)OC)o2)s1	1	-4	-4.7	11	8	-4	7	2	7
CCOc1ccccc1NC(=O)CCSc1nc2n[nH]c(C)c2c(=N)n1-c1ccccc1Cl	-11	8	2.2	21	7	-2	-7	-6	40
CCC(C)N(C(=O)CSc1nnc(-c2cccs2)n1C1CC1)C1CCS(=O)(=O)C1 (centres undefined)	2	5	0.1	3	1	-5	-5	2	-15
O=C(COc1ccccc1C(=O)O)Nc1cccc2ccccc12	-8	8	-3.1	-14	5	3	0	-1	14
